VP16 counter – counter-screen for ROR gamma inhibitors: Gal4-VP16 reporter; Drosophila S2 Gal4-VP16 UAS-luciferase, luminescence, 20 h; Potency, µM (highest dose often 53.6 µM), without a hit: at the top dose activity, negative = inhibition, most hits filed as inhibitors; 3.5% of 310,000 active; AID 2546;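 further: Gal4-VP16 expression switched on by copper sulfate through the metallothionein promoter; on the % scale 0 is the no-effect control and ±100 the full control effect; nearly all actives have a fitted effect of over 50% in size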
NPC1 prom act – activators of NPC1 promoter. Huh7 NPC1 promoter luciferase reporter, 24 h. Potency, µM (top dose mostly 9.22 µM), inactives show top-dose activation, hits mostly activators. 2.4% of 320,000 active;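 further: % of control where 0% means no effect; nearly all actives have a fitted effect of over 60% in size; reporter is driven by a mutant NPC1 promoter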
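Luciferase expression driven by the NPC1 promoter was measured in stably transfected Huh7 cells after a 24 h compound incubation, using a luciferase reagent and a luminescence read.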
p53 reactivator – restores transcriptional activity of mutant p53; Potency, µM (top dose mostly 92.2 µM), for inactives: at the highest dose activity change, positive = activation, usual class: activators; AID 504706; 0.063% of 320,000 active; H1299 p53-A138V BP100-luciferase reporter, luminescence, 24 h; further: % of control where 0% means no effect; nearly all actives have a fitted effect of over 45% in size
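p53-null H1299 cells stably carrying temperature-sensitive p53-A138V and a BP100-luciferase reporter were pinned with compounds (4-point, 1:5 series) and held 24 hrs at 37 deg C. Luminescence was read 10 min after detection reagent.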
uPA surface inh – inhibitors of cell surface uPA generation | 0.31% of 330,000 active | Potency, µM (doses to about 38.3 µM), for inactives: at the top dose activity change, negative = inhibition, usual class: inhibitors | cell surface uPA generation assay, qHTS; active means well fitted inhibition curve with a large enough effect; inconclusive means small, poorly fitted or top-dose-only effect; inactive means no such curve, though single readings can be large or run the other way; tested in mouse RAW 264.7 cells; further: on the % scale 0 is the no-effect control and ±100 the full control effect; nearly all actives have a fitted effect of over 55% in size
MBNL1-CUG inh – inhibitors of human MBNL1 binding to CUG repeat RNA. Q9NR56. TR-FRET MBNL1-His/biotin-(CUG)12 binding, 665/545 ratio. 0.036% of 280,000 active. Potency, µM (titrated, usually from 57.5 µM), for the others: top-dose activity change, negative = inhibition, hits mostly inhibitors. AID 2675; active means well fitted inhibition curve with a large enough effect in the signal ratio, with a control signal flat, not every such curve was filed as active; inconclusive means small, poorly fitted or top-dose-only effect, or effect the other way, or a change in a side signal; inactive means no such curve, though single readings can be large or run the other way; the % refers to the signal ratio; further: on the % scale 0 is the no-effect control and ±100 the full control effect
Target sequence (Q9NR56 whole entry, looked up): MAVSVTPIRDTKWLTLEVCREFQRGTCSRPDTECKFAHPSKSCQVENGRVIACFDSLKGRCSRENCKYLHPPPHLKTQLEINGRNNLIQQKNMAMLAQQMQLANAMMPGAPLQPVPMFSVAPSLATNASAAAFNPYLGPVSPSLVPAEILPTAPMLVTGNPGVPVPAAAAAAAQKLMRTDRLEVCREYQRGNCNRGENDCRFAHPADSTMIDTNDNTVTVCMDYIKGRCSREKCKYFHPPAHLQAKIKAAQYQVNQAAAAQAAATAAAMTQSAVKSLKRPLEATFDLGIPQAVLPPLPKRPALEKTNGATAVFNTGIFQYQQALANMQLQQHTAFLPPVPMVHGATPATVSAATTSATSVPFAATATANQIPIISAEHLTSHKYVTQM
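MBNL1-His + Biotin-(CUG)12, cpd titration 92 nM–58 uM; Tb anti-His Ab 0.055 ng/ul, SA-XL665 5 nM (final); 60 min RT; ratiometric 665/545 nm, Ex 340 nm; normalized to buffer and full-complex controls.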
BRCA1 expr act – BRCA1 expression activation; MCF7-BRCA1-FFLuc reporter, luminescence, 48 h; response scale: scaled: vehicle 0%, 10 µM genistein 100%; Potency, µM (titrated, usually from 46.1 µM), inactives show at the top dose activation, most hits filed as activators; 1.1% of 380,000 active; AID 624202; further: nearly all actives have a fitted effect of over 80% in size; some results filed as inactive show a strong effect at the top dose
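MCF7-BRCA1-FFLuc cells, 2000/well in phenol-red-free MEM, attached 2 h then treated 48 h at 37 C. Luciferase luminescence read 15 min after reagent; normalized to genistein maximum activation (10microM) and DMSO, concentration-response fitted.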
CXXC DNA block – inhibitors of human MLL CXXC domain-DNA interaction. Q03164. 0.037% of 290,000 active. MLL-CXXC / FITC-HOXA9 DNA fluorescence polarization. Potency, µM (highest dose often 115 µM), inactives show at the highest dose activity change, negative = inhibition, most hits filed as inhibitors; active means well fitted inhibition curve with a large enough effect in the polarisation, with a control signal flat, not every such curve was filed as active; inconclusive means small, poorly fitted or top-dose-only effect, or effect the other way, or a change in a side signal; inactive means no such curve, though single readings can be large or run the other way; the % refers to the polarisation
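Steps: dispense CXXC domain solution (7 uM) → pin compounds or unlabeled HOX-A9 DNA control → 5 min ambient → add FLSN-HOX-A9 solution (50 nM) → spin → 30 min ambient → fluorescence polarization. Tris pH 7.5/NaCl/DTT/BSA buffer.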
FLuc modulator – counter-screen for miR-21 project: firefly luciferase inhibitors or activators; Potency, µM (highest dose often 57.5 µM), for inactives: at the highest dose activity change, negative = inhibition, most hits filed as inhibitors; purified FLuc, Km substrates, luminescence inhibition; P08659; 6.9% of 360,000 active; AID 588342;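 further: plate controls were vehicle for no effect and reference inhibitor for full effect; nearly all actives have a fitted effect of over 55% in size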
Target sequence (P08659 whole entry, looked up): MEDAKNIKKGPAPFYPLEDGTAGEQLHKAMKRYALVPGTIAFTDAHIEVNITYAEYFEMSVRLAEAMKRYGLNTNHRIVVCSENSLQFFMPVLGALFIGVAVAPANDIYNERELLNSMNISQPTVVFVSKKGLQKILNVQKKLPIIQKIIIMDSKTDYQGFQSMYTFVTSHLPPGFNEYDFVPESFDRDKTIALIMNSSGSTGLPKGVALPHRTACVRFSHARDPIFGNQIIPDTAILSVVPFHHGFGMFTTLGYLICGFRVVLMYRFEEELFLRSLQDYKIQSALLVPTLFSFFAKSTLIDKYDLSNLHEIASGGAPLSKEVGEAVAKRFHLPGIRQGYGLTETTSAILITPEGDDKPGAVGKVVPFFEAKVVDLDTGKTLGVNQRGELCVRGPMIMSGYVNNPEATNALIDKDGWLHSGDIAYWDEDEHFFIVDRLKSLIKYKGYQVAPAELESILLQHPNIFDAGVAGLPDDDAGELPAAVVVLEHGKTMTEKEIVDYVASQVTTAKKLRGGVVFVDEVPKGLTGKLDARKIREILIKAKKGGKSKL
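Biochemical qHTS of compounds, final roughly 60 µM downward over six points, against 10 nM purified firefly luciferase using Km concentrations of substrates (10 uM D-luciferin, 10 uM ATP) in Tris acetate pH 7.5 buffer; luminescence output.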
Rab9 promoter act – activates the Rab9 promoter. Huh7 Rab9 promoter-luciferase reporter, luminescence, 24 h. Potency, µM (highest dose often 9.22 µM), for the others: at the top dose activation, negative = inhibition, actives largely listed as activators. 2.8% of 320,000 active. AID 485297; further: % of control where 0% means no effect; nearly all actives have a fitted effect of over 60% in size
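Steps: seed 1500 Huh7 Rab9-luc cells per well, rest 2 h at 37 °C; add compound in DMSO; incubate 24 h; add luciferase reagent, 10 min ambient; read luminescence.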
RORg inh – inhibitors of mouse ROR gamma transcriptional activity; Potency, µM (doses to about 53.6 µM), inactives show at the top dose activity change, negative = inhibition, most hits filed as inhibitors; Drosophila S2 Gal4-RORgamma UAS-luciferase reporter, 20 h; P51450; 5.4% of 310,000 active; further: on the % scale 0 is the no-effect control and ±100 the full control effect; nearly all actives have a fitted effect of over 60% in size
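Drosophila S2 cells stably expressing Gal4-DBD/mouse RORγ fusion under metallothionein promoter plus UAS-luciferase; compound 1 h, then 700 uM CuSO4 induction for 20 h at ambient temperature; inhibition read as reduced luminescence.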
ELG1 genotox – induces genotoxicity in HEK293T cells with luciferase-tagged ELG1 | HEK293T ELG1-luciferase reporter, luminescence, 16 h | Potency, µM (highest dose often 46 µM), without a hit: at the highest dose activity change, positive = activation, actives largely listed as activators | 1.3% of 330,000 active | AID 504466; further: % of control where 0% means no effect; nearly all actives have a fitted effect of over 60% in size
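HEK293T cells expressing luciferase-tagged ELG1 were exposed to compound or DMSO vehicle for 16 hr at 37 °C and 5% CO2. Luciferase activity was then measured with ONE-Glo after 30 min at room temperature.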
Numbers without * were called inactive; & = joins results of further samples; [ ] = another dose, or the depositor's remark. Unless noted, the call rests on the fitted dose curve; in most records, active means well fitted curve in the direction sought with a large enough effect; inconclusive means small, poorly fitted or top-dose-only effect, or another doubt; inactive means no such curve, though single readings can be large; an effect the other way counts as inactive or inconclusive. Potency means the concentration at half of the fitted maximal effect.

`C=CCn1c(O)c(C(C)=NCc2ccco2)c(=O)[nH]c1=O` gave VP16 counter 3%, NPC1 prom act -4%, p53 reactivator -3%, uPA surface inh -4%, MBNL1-CUG inh -4%, BRCA1 expr act -5%, CXXC DNA block 6%, FLuc modulator 1%, Rab9 promoter act 2%, RORg inh -1% and ELG1 genotox inconclusive.
Screening CC(C)(C)P(=O)(NCc1ccccc1)c1ccccc1 (configuration not stated) returned VP16 counter -4%, NPC1 prom act -5%, p53 reactivator -1%, uPA surface inh -3%, MBNL1-CUG inh 2%, BRCA1 expr act 3%, CXXC DNA block 21%, FLuc modulator -2%, Rab9 promoter act -3%, RORg inh -10% and ELG1 genotox 2%.
`Cc1onc(-c2ccccc2Cl)c1C(=O)NCc1ccc2c(c1)cc(C)n2C` gave VP16 counter 4%, NPC1 prom act -3%, p53 reactivator -2%, uPA surface inh 2%, MBNL1-CUG inh 309%[activator], BRCA1 expr act -3%, CXXC DNA block 1%, FLuc modulator 3%, Rab9 promoter act -10%, RORg inh 28% and ELG1 genotox -6%.
NNC(=O)CN1C(=O)CN=C(c2ccccc2)c2cc(Br)ccc21 was read as VP16 counter -12%, NPC1 prom act 1%, p53 reactivator -2%, uPA surface inh 9%, MBNL1-CUG inh -5%, BRCA1 expr act 3%, CXXC DNA block -5%, FLuc modulator 6%, Rab9 promoter act inconclusive, RORg inh 16% and ELG1 genotox 1%.
For O=C1N(CN2CCOCC2)c2ccccc2C1(O)c1c[nH]c2ccccc12 (configuration not stated) the results were VP16 counter -3%, NPC1 prom act 2%, p53 reactivator 4%, uPA surface inh 1%, MBNL1-CUG inh -5%, BRCA1 expr act 2%, CXXC DNA block 9%, FLuc modulator 1%, Rab9 promoter act 2%, RORg inh 1% and ELG1 genotox 2%.
`OC(c1ccncc1)(c1ccc(F)cc1)c1ccc(F)cc1` gave VP16 counter -5%, NPC1 prom act 1%, p53 reactivator -1%, uPA surface inh 1%, BRCA1 expr act 13%, CXXC DNA block 6%, FLuc modulator 7%, Rab9 promoter act -2%, RORg inh inconclusive and ELG1 genotox -1%.
Screening COP(=O)(Cc1ccc(C#N)o1)OC returned VP16 counter 2%, NPC1 prom act 2%, p53 reactivator 1%, uPA surface inh 10%, MBNL1-CUG inh -4%, BRCA1 expr act -4%, CXXC DNA block -5%, FLuc modulator 3%, Rab9 promoter act 4%, RORg inh 0% and ELG1 genotox -1%.
OC(Cn1c2ccccc2c2ccccc21)C[n+]1ccccc1 (configuration not stated) was read as VP16 counter -12%, NPC1 prom act -2%, p53 reactivator 0%, uPA surface inh 1%, MBNL1-CUG inh -1%, BRCA1 expr act -3%, CXXC DNA block 16%, FLuc modulator -1%, Rab9 promoter act 4%, RORg inh 0% and ELG1 genotox -1%.
CCN1CCN(Cc2ccc(C)cc2)CC1 was read as VP16 counter -9%, NPC1 prom act 0%, p53 reactivator -21%, uPA surface inh 5%, MBNL1-CUG inh -7%, BRCA1 expr act -12%, CXXC DNA block 5%, FLuc modulator 0%, Rab9 promoter act -2%, RORg inh -25% and ELG1 genotox 0%.
Screening CCOc1cc(C2C(C#N)=C(N)Oc3c2c(=O)oc2ccccc32)ccc1OC(=O)c1cccs1 (configuration not stated) returned VP16 counter -20%, NPC1 prom act -4%, p53 reactivator 17%, uPA surface inh 2%, MBNL1-CUG inh -25%, BRCA1 expr act -1%, CXXC DNA block 1%, FLuc modulator 2%, Rab9 promoter act -7%, RORg inh -6% and ELG1 genotox 2%.
O=C(c1ccccc1[N+](=O)[O-])N1CCC2(CC1)OCCO2 was read as VP16 counter -3%, NPC1 prom act -3%, uPA surface inh -6%, MBNL1-CUG inh 20%, BRCA1 expr act 45%, CXXC DNA block -3%, FLuc modulator 0%, Rab9 promoter act 0%, RORg inh -7%[1.91 µM] and ELG1 genotox 0%.
For CCCCn1c(=O)c(C(=O)Nc2ccccc2)c(O)c2ccccc21 the results were VP16 counter -5%, NPC1 prom act 7%, p53 reactivator 0%, uPA surface inh -2%, MBNL1-CUG inh 12%, BRCA1 expr act -35%, CXXC DNA block -2%, FLuc modulator -4%, Rab9 promoter act -2%, RORg inh -4% and ELG1 genotox -10%.
CC/C(=N\Nc1cccc2ccccc12)c1c(O)[nH]c(=O)[nH]c1=O was read as VP16 counter inconclusive, NPC1 prom act -1%, p53 reactivator -3%, uPA surface inh 4%, MBNL1-CUG inh inconclusive, BRCA1 expr act -49%, CXXC DNA block 8%, FLuc modulator inconclusive, Rab9 promoter act 1%, RORg inh -26% and ELG1 genotox 0%.
C=CCn1c(O)c(/C=C/C=Nc2ccccc2)c(=O)[nH]c1=O was read as VP16 counter -4%, NPC1 prom act -3%, p53 reactivator -11%, uPA surface inh 2%, MBNL1-CUG inh 18%, BRCA1 expr act -12%, CXXC DNA block inconclusive, FLuc modulator -3%, Rab9 promoter act -5%, RORg inh -3% and ELG1 genotox 0%.
`COc1ccc(CCC(=O)NCCc2cnc[nH]2)cc1` gave VP16 counter 12%, NPC1 prom act -1%, p53 reactivator -1%, uPA surface inh -2%, MBNL1-CUG inh -13%, BRCA1 expr act 9%, CXXC DNA block 8%, FLuc modulator 0%, Rab9 promoter act 6%, RORg inh 2% and ELG1 genotox -3%.
O=C1NC(=S)N(c2ccc(F)cc2)C(=O)/C1=C\c1ccoc1 was read as VP16 counter -2%, NPC1 prom act -1%, p53 reactivator 2%, uPA surface inh 3%, MBNL1-CUG inh 15%, BRCA1 expr act -15%, CXXC DNA block inconclusive, FLuc modulator 24µM*, Rab9 promoter act -6%, RORg inh -13% and ELG1 genotox 0%.
O=C(O)C(Cc1cnc[nH]1)NS(=O)(=O)c1ccc(Br)cc1 (configuration not stated) was read as VP16 counter -13%, NPC1 prom act -1%, p53 reactivator 3%, uPA surface inh 1%, MBNL1-CUG inh 3%, CXXC DNA block 3%, FLuc modulator 2%, Rab9 promoter act 11%, RORg inh -10% and ELG1 genotox -32%[inhibitor].
Screening COc1ccc2[nH]cc(CCN(C)C)c2c1 returned VP16 counter -7%, NPC1 prom act -2%, p53 reactivator 3%, uPA surface inh 9%, MBNL1-CUG inh -2%, BRCA1 expr act 4%, CXXC DNA block 6%&32%, FLuc modulator -3%, Rab9 promoter act 13%, RORg inh -4% and ELG1 genotox -2%.
Screening COc1ccccc1OCC(=O)N1CCN(Cc2ccc3c(c2)OCO3)CC1 returned VP16 counter -4%, NPC1 prom act -4%, p53 reactivator -3%, uPA surface inh -1%, MBNL1-CUG inh -3%, BRCA1 expr act -29%, CXXC DNA block -4%, FLuc modulator 0%, Rab9 promoter act 0%, RORg inh 5% and ELG1 genotox -8%.
COc1cccc(N2C(=O)NC(=O)/C(=C\c3cn(C)c4ccccc34)C2=O)c1 was read as VP16 counter 3%, NPC1 prom act 0%, p53 reactivator -2%, uPA surface inh -5%, MBNL1-CUG inh -24%, BRCA1 expr act -58%, CXXC DNA block inconclusive, FLuc modulator -6%, Rab9 promoter act 1%, RORg inh -15% and ELG1 genotox inconclusive.
COC(=O)C1=C(c2c(C)noc2C)C[C@@H]2CC[C@H]1N2C(=O)NCCOc1ccc(OC)cc1 was read as NPC1 prom act -1%, p53 reactivator -3%, uPA surface inh 4%, BRCA1 expr act 16%, FLuc modulator 0%, Rab9 promoter act -8% and ELG1 genotox 3%.
CCNC(=S)N1CCn2cccc2C1c1cccnc1 (configuration not stated) was read as VP16 counter -7%, NPC1 prom act -2%, p53 reactivator -1%, uPA surface inh 4%, MBNL1-CUG inh -1%, BRCA1 expr act -3%, CXXC DNA block 3%, FLuc modulator -3%, Rab9 promoter act -1%, RORg inh 2% and ELG1 genotox -9%.

Reprinted at random: 2 compounds from above
O=C1NC(=S)N(c2ccc(F)cc2)C(=O)/C1=C\c1ccoc1 was read as VP16 counter -2%, NPC1 prom act -1%, p53 reactivator 2%, uPA surface inh 3%, MBNL1-CUG inh 15%, BRCA1 expr act -15%, CXXC DNA block inconclusive, FLuc modulator 24µM*, Rab9 promoter act -6%, RORg inh -13% and ELG1 genotox 0%.
CCN1CCN(Cc2ccc(C)cc2)CC1 was read as VP16 counter -9%, NPC1 prom act 0%, p53 reactivator -21%, uPA surface inh 5%, MBNL1-CUG inh -7%, BRCA1 expr act -12%, CXXC DNA block 5%, FLuc modulator 0%, Rab9 promoter act -2%, RORg inh -25% and ELG1 genotox 0%.

An excerpt (hit frequency here may not be typical).
